Compound activity: PubChem, several laboratories
CTSL1 counter – cathepsin L1 inhibition, PFM18AAP counter-screen | recombinant F. hepatica cathepsin L1, Z-Leu-Arg-MCA fluorescence | inhibition, % at 5.96 µM | hit rate 0.49% among 300,000;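 active = inhibition above the mean of all tested compounds plus 3 SD, set per screening campaign, cut at about 17% in these data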;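 note: 0% = plate median of test compound wells and 100% = 1 µM Z-Phe-Ala-diazomethylketone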
GRK2 inh – inhibitors of human GRK2 displacing RNA aptamer | bead flow cytometry, FAM-aptamer displacement from GRK2 | inhibition of aptamer binding, % at 10 µM | hit rate 0.59% among 330,000 | AID 488847;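 active = inhibition of aptamer binding above 40%, roughly 3 SD of noise, on plates passing a quality check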;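 note: median bead fluorescence of bound FAM aptamer so fluorescent compounds give negative values; no value below 0 was filed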
Target sequence (P25098 whole entry, looked up): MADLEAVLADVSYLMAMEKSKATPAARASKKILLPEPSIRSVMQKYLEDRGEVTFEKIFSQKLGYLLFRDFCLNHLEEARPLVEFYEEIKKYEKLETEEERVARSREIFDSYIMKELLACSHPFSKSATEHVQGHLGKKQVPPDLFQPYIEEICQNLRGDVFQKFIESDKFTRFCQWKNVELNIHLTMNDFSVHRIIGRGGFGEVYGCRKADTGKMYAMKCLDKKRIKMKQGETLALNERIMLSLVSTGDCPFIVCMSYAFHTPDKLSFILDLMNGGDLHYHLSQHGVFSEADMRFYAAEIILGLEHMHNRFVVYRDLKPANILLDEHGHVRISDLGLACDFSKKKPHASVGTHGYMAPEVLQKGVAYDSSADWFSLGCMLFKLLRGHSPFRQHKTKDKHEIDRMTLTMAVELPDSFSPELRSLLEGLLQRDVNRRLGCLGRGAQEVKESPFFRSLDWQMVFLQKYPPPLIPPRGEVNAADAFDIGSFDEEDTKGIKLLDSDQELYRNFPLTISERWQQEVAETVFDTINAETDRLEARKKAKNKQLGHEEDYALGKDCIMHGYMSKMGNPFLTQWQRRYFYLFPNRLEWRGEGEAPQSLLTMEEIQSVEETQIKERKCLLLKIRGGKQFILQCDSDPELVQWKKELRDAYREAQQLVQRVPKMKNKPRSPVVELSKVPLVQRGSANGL
VLA-4 inh – inhibition in a human VLA-4 binding assay | hit rate 0.2% among 330,000 | VLA-4 expressing cells, ligand binding flow cytometry | inhibition, % (about 7 µM as worked out from the volumes in the protocol); in the data active = inhibition above about 50%
GASC-1 inh – human JMJD2C demethylase inhibition; inhibition, % at 2.35 µM; hit rate 0.069% among 330,000; GST-JMJD2C(1-420) H3K9me3 demethylation, DELFIA europium; Q9H3R0;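 active = more than half of a compound's replicate wells show inhibition beyond 50%, single wells judged on their own value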;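 note: signal counts dimethyl H3K9 product captured on neutravidin plate; 0% = median of DMSO wells and 100% = 0.3 times that DMSO median; strong numbers were not always called active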
Target sequence (Q9H3R0 1-420 limits assumed): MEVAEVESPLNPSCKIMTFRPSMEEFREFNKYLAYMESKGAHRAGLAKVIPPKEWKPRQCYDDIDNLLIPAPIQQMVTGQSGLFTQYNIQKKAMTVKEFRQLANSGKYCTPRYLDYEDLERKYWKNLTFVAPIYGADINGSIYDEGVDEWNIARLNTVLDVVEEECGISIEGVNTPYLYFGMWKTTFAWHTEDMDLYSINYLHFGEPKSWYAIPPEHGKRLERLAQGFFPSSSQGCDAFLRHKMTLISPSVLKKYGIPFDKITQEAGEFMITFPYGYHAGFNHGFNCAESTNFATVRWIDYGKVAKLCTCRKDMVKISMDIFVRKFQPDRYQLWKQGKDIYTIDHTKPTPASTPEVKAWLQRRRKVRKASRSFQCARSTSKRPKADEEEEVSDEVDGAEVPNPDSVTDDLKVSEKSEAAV
PP1 inh – blocks human PP1-alpha phosphatase, a PP5 counter-screen; purified PP1alpha, OMFP fluorescence; inhibition, % at 6.7 µM; hit rate 0.9% among 320,000; AID 2235;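 active = inhibition above the mean inhibition of all tested compounds plus 3 SD, computed separately for each screening campaign, cut at about 15% in these data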
proCasp7 act – counter-screen for procaspase-3 activators: activators of human procaspase-7; recombinant procaspase-7, Ac-DEVD-pNA absorbance 405 nm; D23A/D198A/D206A triple mutant, cannot self-cleave; scale: DMSO 0, 5 µM enzyme 100; AID 463210; hit rate 0.093% among 330,000; activation, % at 8.5 µM; P55210;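 active = percent activation above the screen-wide mean plus 3 SD, cut at about 25% in these data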
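Test system: Procaspase-7 triple mutant (PC-7 D3A). Also added: Ac-DEVD-pNA substrate, 400 µM as added. Schedule: 1 h enzyme–compound preincubation and 2 h substrate reaction, both 25 °C. Signal: p-Nitroaniline absorbance at 405 nm, read at 0 and 120 min. Control set: low DMSO alone, high DMSO plus 5 µM PC-7.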
core dimer inh – blocks dimerization of HCV core protein; inhibition, % at 5 µM; hit rate 0.33% among 300,000; TR-FRET GST/Flag-core106 dimerization, 1536-well; AID 1899;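 active = inhibition above the mean of all tested compounds plus 3 SD, set per screening campaign, cut at about 45% in these data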
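Material: GST/Flag-tagged HCV core106 proteins. Incubation: 4 h, 22.5 °C incubation. Read-out basis: inhibition (%) from 671 over 617 nm ratio. Measured by: TR-FRET, excitation 340 nm, emission 617 and 671 nm.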
proCasp3 act – activates human procaspase-3; P42574; recombinant procaspase-3 D3A, Ac-DEVD-pNA absorbance 405 nm; activation, % at 8.5 µM; hit rate 0.11% among 330,000; AID 463141;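 active = activation above the mean of all tested compounds plus 3 SD, cut at about 21% in these data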;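 note: 0% = DMSO alone and 100% = DMSO wells spiked with extra 5 µM PC-3 D3A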
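Assay system: Autoprocessing-dead procaspase-3 D3A mutant enzyme; also added: Ac-DEVD-pNA; doses: one concentration, 8.5 µM nominal, 0.8% DMSO; times: 1 h compound preincubation, 2 h substrate hydrolysis at 25 °C; technique: 405 nm absorbance of p-nitroaniline, reads at 0 and 120 min; measure: % activation between DMSO and enzyme-spiked controls; repeats: single replicate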
PP5 inh – inhibitors of human protein phosphatase 5 (PP5); P53041; purified PP5c, OMFP substrate fluorescence; inhibition, % at 6.7 µM; hit rate 0.18% among 320,000; AID 1987;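 active = inhibition above the campaign's mean inhibition across all tested compounds plus 3 SD, cut at about 9.5% in these data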;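 note: 0% = DMSO only and 100% = 100 µM cantharidin control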
The depositor's hits bear a star; / = no result given; & = joins results of further samples.

Codes – A = CTSL1 counter; B = GRK2 inh; C = VLA-4 inh; D = GASC-1 inh; E = PP1 inh; F = proCasp7 act; G = core dimer inh; H = proCasp3 act; I = PP5 inh
> CSc1ccc(Cl)c(C(=O)NCCOc2ccccc2)c1
  A = 0	B = 1	C = 10	D = 5	E = -4	F = 11	G = -3	H = -7	I = 2.1

> OCC[C@H]1C[C@@H](O)[C@H](O)[C@]2(CCc3ccccc3O2)O1
  A = -1	B = 0	C = 0	D = 5	E = 2	F = 3	G = -3	H = 1	I = -1.1

> Cc1cc(C)nc(Nc2n[nH]c(-c3cccc4ccccc34)n2)n1
  A = -4	B = 2	C = -11	D = -8	E = 2	F = 4	G = -5	H = -1	I = 3.8

> CN(C)S(=O)(=O)c1ccc(C(=O)OCC(=O)NC(=O)NC2CCCC2)cc1
  A = /	B = 3	C = -1	D = 2	E = /	F = -1	G = /	H = 6	I = /

> COc1ccc(/C=N/NC(=O)c2cccnc2)cc1CN1CCc2cc(OC)c(OC)cc2C1C (stereo not given)
  A = 4	B = 0	C = 7	D = -12	E = -3	F = 5	G = 1	H = 1	I = 0.8

> COc1ccc2oc(C(=O)Nc3ccc(S(=O)(=O)N(C)C4CCN(C)CC4)cc3)c(C)c2c1
  A = 3	B = 8	C = 1	D = -6	E = -1	F = -2	G = -4	H = 3	I = -2.0

> CN1C(=S)SC(C)(NO)C1(C)C (stereo not given)
  A = 3	B = 0	C = 5	D = 88	E = -4	F = 8	G = -3	H = -2	I = 0.9

> CCC(CO)NCc1ccc(-c2ccccc2)cc1 (stereo not given)
  A = -1	B = 1	C = -28	D = -29	E = -5	F = 6	G = -1	H = 1	I = -3.1

> O=c1[nH]c(SCc2ccc(Cl)cc2)nc2ccsc12
  A = -2	B = 7	C = 6	D = 36	E = 2	F = -3	G = 5	H = 2	I = 1.2

> COc1cc(/C=N/Nc2nc(C)cc(=O)[nH]2)ccc1O
  A = -1	B = 0	C = -15	D = -1	E = 3	F = 5	G = -2	H = -2	I = 1.7

> O=Cc1ccccc1Oc1ccccc1
  A = -3	B = 1	C = 12	D = -1	E = -7	F = 21	G = 1	H = 5	I = 0.8

> Cc1cc(NC(=O)Nc2cc(F)ccc2C)n(C)n1
  A = 4	B = 0	C = -6	D = 15	E = 4	F = 3	G = 9	H = 3	I = -0.6

> Cc1ccc(C(=O)Nc2ccc(Cl)cn2)cc1
  A = -2	B = 2	C = 9	D = -9	E = -9	F = -1	G = -3	H = 5	I = -1.2

> CCN(CC(=O)Nc1ccc2c(c1)OCCO2)C(=O)CC(NC(C)=O)c1ccccc1 (stereo not given)
  A = -1	B = 0	C = -6	D = 12	E = 1	F = 6	G = 0	H = 11	I = -0.8

> COc1ccc(NC(=O)c2oc3ccccc3c2CSC)cc1S(=O)(=O)N1CCOCC1
  A = /	B = 7	C = 10	D = -1	E = /	F = -2	G = /	H = 8	I = /

Next entries.
Codes – A = CTSL1 counter; B = GRK2 inh; C = VLA-4 inh; D = GASC-1 inh; E = PP1 inh; F = proCasp7 act; G = core dimer inh; H = proCasp3 act; I = PP5 inh
> O=C(Nc1ccc(Cl)cc1)Nc1ccc(Oc2cccnc2)nc1
  A = 2	B = 0	C = 2	D = 6	E = -1	F = 1	G = -3	H = -1	I = 2.8

> O=C(COC(=O)/C=C/c1ccc([N+](=O)[O-])cc1)NCc1ccc2c(c1)OCO2
  A = 4	B = 1	C = 11	D = 3	E = -4	F = 11	G = 13	H = 8	I = -3.1

> CC(Oc1ccc2ccc(=O)oc2c1)C(=O)NCCCn1ccnc1 (stereo not given)
  A = 1	B = 3	C = 21	D = -7	E = 3	F = 10	G = -2	H = 6	I = -0.8

> COc1ccc(S(=O)(=O)NNC(=O)C2CC(c3cccnc3)=NO2)cc1 (stereo not given)
  A = -3	B = 0	C = -3	D = -3	E = -2	F = 2	G = -3	H = 9	I = -0.4

> COc1ccc(OC)c(S(=O)(=O)N2CCN(C(=O)c3ccco3)CC2)c1
  A = -3	B = 3	C = 11	D = -1	E = -2	F = -14	G = 0	H = 0	I = 2.0

> CC(C)CC(=O)Nc1cccc(NC(=O)c2ccccc2Cl)c1
  A = -4	B = 3	C = 32	D = 0	E = 1	F = 1	G = 2	H = -5	I = 1.8

> COc1ccc(Cc2nn3c(-c4ccccc4Br)nnc3s2)cc1
  A = 2	B = 3	C = 11	D = -3	E = 1	F = -1	G = 1	H = 2	I = -0.5

> CC(=O)c1ccc(NC(=O)Cc2cccs2)cc1
  A = -2	B = 1	C = 1	D = 4	E = 1	F = 8	G = 35	H = 5	I = 0.7

> Cc1cccc(Cn2cc(/C=C/[N+](=O)[O-])c3ccccc32)c1
  A = -2	B = 5	C = 4	D = -2	E = 17*	F = -15	G = 5	H = -7	I = 3.4

> CCN1CCCC1CNS(=O)(=O)c1ccc(C(=O)Nc2ccccc2)cc1 (stereo not given)
  A = 2	B = 0	C = 4	D = 5	E = -3	F = 13	G = 0	H = 3	I = -0.1

> O=c1cnnc(Nc2ccccc2F)[nH]1
  A = 2	B = 0	C = -9	D = -8	E = -1	F = 11	G = -1	H = 15	I = 3.3

> Cc1ccc(CCNC(=O)c2cc(S(=O)(=O)N3CCCCC3)c[nH]2)cc1
  A = -2	B = 7	C = 18	D = 5	E = -1	F = 1	G = 5	H = -7	I = 3.0

> Cc1ccc(S(=O)(=O)c2c(N)n(CCN3CCOCC3)c3nc4ccccc4nc23)cc1C
  A = 2	B = 0	C = -10	D = 26&4	E = 4	F = 3	G = 9	H = 6	I = 1.1

> O=c1[nH][nH]cc1C=Nc1ccccc1O
  A = 4	B = 1	C = 19	D = -4	E = 0	F = 18	G = -6	H = 6	I = 2.2

> CCC(C)(C)n1nnnc1CN1CCN(c2nc3ccc(C)cc3cc2C#N)CC1
  A = 2	B = 0	C = -10	D = 1	E = 4	F = 11	G = 21	H = 7	I = 2.8

An excerpt from above in order of their number in proCasp3 act, low to high:
SMILES	GRK2 inh	VLA-4 inh	GASC-1 inh	core dimer inh	proCasp3 act	PP5 inh
Cc1cccc(Cn2cc(/C=C/[N+](=O)[O-])c3ccccc32)c1	5	4	-2	5	-7	3.4
CC(=O)c1ccc(NC(=O)Cc2cccs2)cc1	1	1	4	35	5	0.7
CCC(C)(C)n1nnnc1CN1CCN(c2nc3ccc(C)cc3cc2C#N)CC1	0	-10	1	21	7	2.8

Continuation.
Codes – A = CTSL1 counter; B = GRK2 inh; C = VLA-4 inh; D = GASC-1 inh; E = PP1 inh; F = proCasp7 act; G = core dimer inh; H = proCasp3 act; I = PP5 inh
> CCOC(=O)c1cn2nc(Oc3ccccc3)ccc2n1
  A = 2	B = 2	C = -1	D = -3	E = -3	F = 1	G = 1	H = 3	I = 1.2

> COc1ccc(CNC(N)=O)cc1OC
  A = -3	B = 0	C = -5	D = -2	E = 1	F = -1	G = -7	H = 0	I = 2.0

> Cc1[nH]c2ccccc2c1-c1csc(NC(=O)CN2CCOCC2)n1
  A = 11	B = 0	C = -7	D = -10	E = -10	F = -17	G = -32	H = -9	I = -7.8

> CCc1cccc(NC(=O)COC(=O)C2CCN(c3ccc(C(F)(F)F)cn3)CC2)c1
  A = -2	B = 3	C = 5	D = -1	E = 4	F = 5	G = 0	H = 9	I = 4.9

> c1ccc(CN2CCC(=NNc3nc4ccccc4[nH]3)CC2)cc1
  A = 0	B = 2	C = 12	D = -6	E = -3	F = -1	G = -6	H = -1	I = 2.8

> Cc1cc(NC(=O)c2cncc(Br)c2)ccc1NC(=O)c1cc2ccccc2o1
  A = 1	B = 0	C = 23	D = -7	E = -2	F = 1	G = 4	H = 6	I = -2.3

> C/C(=N/NS(=O)(=O)c1cccc([N+](=O)[O-])c1)c1c[nH]c2ccccc12
  A = 4	B = 0	C = 14	D = 1	E = -3	F = 5	G = 5	H = -2	I = -0.6

> CS(=O)(=O)c1ccc2nnn(OCC(=O)Nc3cccc(C#N)c3)c2c1
  A = 14	B = 0	C = 4	D = 6	E = -3	F = 2	G = -6	H = 5	I = 0.7

> Cc1ccc(S(=O)(=O)C2(C(=O)NCCc3ccccc3)CC2)cc1
  A = 2	B = 0	C = -8	D = -8	E = 4	F = 5	G = -16	H = 15	I = -0.2

> Cc1noc(C)c1CN1C(=O)NC2(CCCCCCC2)C1=O
  A = 0	B = 2	C = -2	D = 2	E = 1	F = 0	G = -4	H = -5	I = 0.4

> OC(CNCCc1ccc(Cl)cc1Cl)COc1ccccc1 (stereo not given)
  A = 3	B = 0	C = 12	D = 14	E = 11	F = 1	G = -3	H = 6	I = 0.1

> COc1cc(CNc2ccc(O)cc2)cc(Br)c1OCc1ccccc1
  A = -1	B = 0	C = -11	D = -30	E = 2	F = -9	G = -8	H = -13	I = 6.5

> Fc1cccc(CCN2CCNC[C@@H]2c2ccccc2)c1
  A = /	B = 0	C = 11	D = 11	E = 0	F = 2	G = /	H = 1	I = 1.6

> O=C(CCC(=O)c1ccc(F)cc1)Nc1ccccc1Cl
  A = -3	B = 0	C = 4	D = 3	E = -3	F = -2	G = 1	H = 1	I = 0.6

> CCOc1ccc(/C=C2\SC(=S)N(Nc3ccccc3)C2=O)cc1OC
  A = -2	B = 8	C = 3	D = -5	E = 0	F = 3	G = -9	H = -6	I = 0.7

Other entries:
Codes – A = CTSL1 counter; B = GRK2 inh; C = VLA-4 inh; D = GASC-1 inh; E = PP1 inh; F = proCasp7 act; G = core dimer inh; H = proCasp3 act; I = PP5 inh
> COc1cc(/C=N/Nc2nc(-c3ccc(S(=O)(=O)N(C)C)cc3)cs2)ccc1O
  A = 1	B = 0	C = -3	D = -1	E = -1	F = -18	G = 5	H = -11	I = 0.1

> Cc1c(N(C(=O)c2ccccn2)C2(C(=O)NC3CCCC3)CCCCC2)c(=O)n(-c2ccccc2)n1C
  A = 0	B = 2	C = 4	D = 66	E = -8	F = -2	G = 2	H = 0	I = -0.6

> Cc1cc(-c2cccnc2)c(C#N)c(SCC#N)n1
  A = -3	B = 84*	C = -5	D = -3	E = 0	F = 3	G = 5	H = 9	I = 2.1

> Cc1c(C(=O)c2ccc(N(C)C)cc2)c2ccccn2c1CCC#N
  A = 7	B = 3	C = 2	D = 1	E = 0	F = 1	G = 4	H = -10	I = 1.1

Sorted by length of the SMILES (smallest number first): part of the list above
Codes – A = CTSL1 counter; B = GRK2 inh; C = VLA-4 inh; D = GASC-1 inh; E = PP1 inh; F = proCasp7 act; G = core dimer inh; H = proCasp3 act; I = PP5 inh
> O=C(CCC(=O)c1ccc(F)cc1)Nc1ccccc1Cl
  A = -3	B = 0	C = 4	D = 3	E = -3	F = -2	G = 1	H = 1	I = 0.6

> Cc1c(C(=O)c2ccc(N(C)C)cc2)c2ccccn2c1CCC#N
  A = 7	B = 3	C = 2	D = 1	E = 0	F = 1	G = 4	H = -10	I = 1.1

> CCOc1ccc(/C=C2\SC(=S)N(Nc3ccccc3)C2=O)cc1OC
  A = -2	B = 8	C = 3	D = -5	E = 0	F = 3	G = -9	H = -6	I = 0.7

> Cc1c(N(C(=O)c2ccccn2)C2(C(=O)NC3CCCC3)CCCCC2)c(=O)n(-c2ccccc2)n1C
  A = 0	B = 2	C = 4	D = 66	E = -8	F = -2	G = 2	H = 0	I = -0.6
